D2 ag: activates the human D2 dopamine receptor | P14416 | AID 485358 | activation, % at 2 µM | HEK293 T-REx D2 cells, calcium flux agonist mode | actives 0.53% (n = 340,000);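 active means activation over 3 SD above normal in the single-dose calcium agonist read, cut at about 30% in these data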; further: 0% is about no effect
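Calcium-flux readout, 1 cycle/sec over 180 s following compound pin transfer, in inducible HEK293 Trex D2 cells (force-coupled); dopamine controls included. Positive calcium responses during this window marked compounds as potential agonists.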
Vif-A3F inh: Vif-A3F binding inhibition; HeLa A3F-eYFP + Vif (tagged APOBEC3F with the HIV-1 protein that degrades it), YFP fluorescence increase; Potency, µM (highest dose often 46.1 µM), for inactives: at the top dose activity, negative = active; actives 0.2% (n = 390,000); AID 602313; further: potency means the concentration at half of the fitted maximal effect; % of control where 0% means no effect; nearly all actives have a fitted effect of over 65% in size
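HeLa cells stably expressing Vif plus C-terminally eYFP-tagged A3F were seeded, incubated overnight at 37 deg C, dosed with compound, incubated overnight again at 37 deg C. Yellow fluorescence (Ex 488/Em 500-530) reported blocked Vif-mediated A3F-eYFP degradation.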
ERG Ets-DNA blk: blocks human ERG Ets domain binding to DNA | fluorescence polarization, His-ERG Ets domain / labelled DNA | Potency, µM (series often up to 76.9 µM), without a hit: at the highest dose FP activity, negative = inhibition, usual class: inhibitors | actives 0.028% (n = 370,000); active means well fitted inhibition curve with a large enough effect in the polarisation, with a control signal flat; inconclusive means small, poorly fitted or top-dose-only effect, or effect the other way, or a change in a side signal; inactive means no such curve, though single readings can be large or run the other way; the % refers to the polarisation;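 further: polarization taken with two DNA probes labelled with fluorescein and Texas red; potency means the concentration at half of the fitted maximal effect; % of control where 0% means no effect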
Target sequence (P11308 whole entry, looked up, the tested form may be a part): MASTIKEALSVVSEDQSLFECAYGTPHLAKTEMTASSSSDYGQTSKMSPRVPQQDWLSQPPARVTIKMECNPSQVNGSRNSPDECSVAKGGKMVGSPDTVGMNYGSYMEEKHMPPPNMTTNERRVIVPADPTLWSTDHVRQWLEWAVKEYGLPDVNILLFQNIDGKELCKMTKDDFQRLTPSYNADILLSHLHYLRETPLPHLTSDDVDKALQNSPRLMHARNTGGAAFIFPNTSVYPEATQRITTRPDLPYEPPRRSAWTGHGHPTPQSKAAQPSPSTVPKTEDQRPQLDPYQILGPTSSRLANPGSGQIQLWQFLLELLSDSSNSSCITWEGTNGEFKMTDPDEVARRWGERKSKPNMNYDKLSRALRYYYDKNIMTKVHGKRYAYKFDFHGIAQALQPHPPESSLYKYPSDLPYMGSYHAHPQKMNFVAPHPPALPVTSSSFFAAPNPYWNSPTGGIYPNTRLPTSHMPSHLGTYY
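His-tagged ERG Ets domain (1 uM in the protein solution; 300mM KCl, 50mM Tris-HCl, 1mM EDTA, 1mM DTT, pH 7.5) received compound, then a probe mix of 5 nM fluorescein-DNA and 100nM Texas-615-DNA. Fluorescence polarization was read for both dyes.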
RGS4 inh: inhibitors of human regulator of G protein signaling 4 | Transcreener GDP fluorescence polarization, RGS4-accelerated GTP hydrolysis | Potency, µM (series often up to 114 µM), for the others: at the top dose activity change, negative = inhibition, most hits filed as inhibitors | actives 0.039% (n = 390,000); further: potency means the concentration at half of the fitted maximal effect; on the % scale 0 is the no-effect control and ±100 the full control effect; nearly all actives have a fitted effect of over 75% in size; some results filed as inactive show a strong effect at the top dose
Target sequence (P49798 whole entry, looked up): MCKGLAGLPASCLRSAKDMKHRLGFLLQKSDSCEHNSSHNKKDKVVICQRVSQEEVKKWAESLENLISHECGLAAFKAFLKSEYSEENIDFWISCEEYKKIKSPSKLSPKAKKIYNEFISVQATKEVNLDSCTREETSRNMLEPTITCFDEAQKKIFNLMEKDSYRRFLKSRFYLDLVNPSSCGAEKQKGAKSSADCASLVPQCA
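MLSMR compounds (23 nl, pin-transferred) preincubated 10 min at room temperature with a 500nM (2x) first reagent, then RGS4 at 900nM (2x) plus Transcreener GDP mix added; fluorescence polarization (620/688 nm) read before and after 90 min at 30 °C.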
ALOX12 inh: blocks human arachidonate 12S-lipoxygenase; purified 12hLO, xylenol orange hydroperoxide absorbance; Potency, µM (top dose mostly 108 µM), without a hit: at the top dose activity change, negative = inhibition, usual class: inhibitors; actives 1.1% (n = 580,000); AID 1671190; further: potency means the concentration at half of the fitted maximal effect; on the % scale 0 is the no-effect control and ±100 the full control effect
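Purified human 12hLO at 150 nM in 25 mM Hepes, 0.01% Triton X-100, pH 7.0, preincubated 15 min at room temperature with compound. Reaction started with 40 uM arachidonic acid, 30 min at room temperature. Hydroperoxide measured by Fe-xylenol orange, 573/405 nm absorbance ratio.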
LDHA block: blocks human lactate dehydrogenase A | actives 0.15% (n = 480,000) | purified LDHA, NADH/diaphorase-resazurin fluorescence; hits give low values | AID 1347041 | P00338 | activity change, % (values are at about 110 or 230 µM); in the data active means activity change below about -30%; inconclusive means mostly about -25% to -30%;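 further: plate controls were DMSO wells for no effect and wells without enzyme for full effect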
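Human LDH5 at 2 nM final in Tris HCl pH 7.4 with 0.06 mM NADH and 0.2 mM pyruvate, reacted 5 minutes at room temperature. Remaining NADH coupled via diaphorase/resazurin; resorufin fluorescence read at 0 and 20 minutes, normalized to enzyme-free and DMSO wells.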
D2 antag: D2 dopamine receptor (human) antagonism. actives 2% (n = 340,000). HEK293 TREx D2 cells, calcium flux, dopamine EC80. inhibition, % at 10 µM. P14416; in the data active means inhibition above about 30%; further: 0% is about no effect
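Inhibition of EC80 dopamine-driven calcium flux, recorded kinetically, defines activity here; cells are a tetracycline-induced HEK293 T-REx line expressing force-coupled D2.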
GRP78 ERSR act: ER stress response induction in glioma. U87-MG GRP78 promoter luciferase reporter, 16 h. AID 602332. actives 0.02% (n = 420,000). Potency, µM, for inactives: at the highest dose activation, usual class: activators; further: potency means the concentration at half of the fitted maximal effect; series mostly up to about 76 µM; % of control where 0% means no effect; nearly all actives have a fitted effect of over 35% in size
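ERSR induction read as luciferase luminescence (Bright-Glo, 10 min at room temperature) in stably transfected human U87-MG glioma cells exposed to compounds for 16 h, using GRP78 as sensor.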
Vif-APOBEC3G blk: Vif-A3G binding inhibition. Potency, µM (highest dose often 46.1 µM), for the others: at the top dose activity, negative = active, usual class: inhibitors. AID 602310. Q9HC16. actives 0.076% (n = 410,000). HeLa A3G-eYFP + Vif (tagged APOBEC3G with the HIV-1 protein that degrades it), YFP fluorescence, overnight;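 further: potency means the concentration at half of the fitted maximal effect; on the % scale 0 is the no-effect control and ±100 the full control effect; nearly all actives have a fitted effect of over 60% in size; hits raise eYFP signal because A3G escapes Vif-driven loss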
Target sequence (Q9HC16 whole entry, looked up): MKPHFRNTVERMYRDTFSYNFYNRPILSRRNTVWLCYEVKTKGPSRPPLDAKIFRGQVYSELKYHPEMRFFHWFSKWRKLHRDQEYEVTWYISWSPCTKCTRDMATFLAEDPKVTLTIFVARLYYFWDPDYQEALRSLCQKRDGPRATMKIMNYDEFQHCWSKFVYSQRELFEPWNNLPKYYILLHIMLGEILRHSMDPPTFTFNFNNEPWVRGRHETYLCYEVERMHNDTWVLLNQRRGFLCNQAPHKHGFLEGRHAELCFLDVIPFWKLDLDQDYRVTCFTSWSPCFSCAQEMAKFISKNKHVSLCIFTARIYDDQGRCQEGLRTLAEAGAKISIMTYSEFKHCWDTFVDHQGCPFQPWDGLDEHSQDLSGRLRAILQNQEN
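Read-out is eYFP fluorescence (Ex 488/Em 500-530) from Vif-expressing HeLa A3G-eYFP cells; more signal means A3G escaped Vif-mediated degradation. Cells plated overnight, compound pinned in, incubated overnight at 37 deg C.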
The depositor's hits bear a star; i = inactive; ? = inconclusive; . = not tested or not shown; [ ] = remark or other dose. Unless noted, the call rests on the fitted dose curve; in most records, active means well fitted curve in the direction sought with a large enough effect; inconclusive means small, poorly fitted or top-dose-only effect, or another doubt; inactive means no such curve, though single readings can be large; an effect the other way counts as inactive or inconclusive.

SMILES	D2 ag	Vif-A3F inh	ERG Ets-DNA blk	RGS4 inh	ALOX12 inh	LDHA block	D2 antag	GRP78 ERSR act	Vif-APOBEC3G blk
Nc1cc(Cl)ccc1C(=O)OCC(=O)NCC1CCCO1 (stereo not given)	.	-1%	-10%	-5%	-18%	-3	.	4%	0%
O=[N+]([O-])c1ccc(O)c(-c2nc(-c3ccccc3)c(-c3cccs3)[nH]2)c1	1.3	-5%	-8%	1%	-4%	-7	15	-2%	6%
O=C(O)c1cc(C(F)(F)F)nc2ccccc12	0.0	5%	16%	-3%	?	6	-7	-5%	2%
CCc1ccc(C(=O)COC(=O)C(NC(=O)C2CCC(C)CC2)C(C)C)cc1 (stereo not given)	-1.7	-1%	1%	0%	-18%	-5	.	-1%	-2%
CCOC(=O)C1=C(C)OC(N)=C(C#N)C1c1ccoc1 (stereo not given)	0.6	-4%	-2%	6%	-27%	-3	20	-3%	-2%
COc1ccc(CC(=O)OCC(=O)N2CCN(S(=O)(=O)c3ccc(C)cc3C)CC2)cc1OC	-0.3	-25%	6%	-2%	-5%	-5	11	0%	-1%
CC(C)(C)NC(=O)C(c1ccco1)N(C(=O)Cn1nnc(-c2ccc(F)cc2)n1)c1ccccc1F (stereo not given)	-1.4	-6%	-1%	-8%	27%	2	-5	-6%	3%
Cc1ccc(-n2cccc2/C=C2/NC(=O)N(CC(=O)Nc3cccc(C)c3)C2=O)cc1	.	-3%	-2%	-8%	?	-8	.	-3%	-7%
O=C(O)C1CN(c2ncccc2[N+](=O)[O-])C1	.	-5%	-2%	?	?	-5	.	0%	-2%
COc1ccccc1-c1nnc(SCC(=O)c2ccc(C3CCCCC3)cc2)n1Cc1ccco1	-0.8	.	2%	-12%	342%[activator]	1	-2	-16%	-9%
COc1ccc(CCNC(=O)COC(=O)c2ccccc2NCCO)cc1OC	0.0	-15%	1%	-1%	-7%	-9	3	7%	2%
COc1ccc(Cn2c(SCc3ccc(C(=O)NC4CCCCC4)cc3)nc3ccncc32)cc1	-0.6	3%	-1%	-6%	-8%	-2	.	-1%	-5%
COc1ccccc1C(=O)Nc1c(C(=O)N2CCN(c3ccc(F)cc3)CC2)oc2ccccc12	0.4	-12%	5%	0%	-18%	0	.	-4%	2%
CCOCCCNC(=O)c1cccc(NC(=O)C2=C(C)OCCS2)c1	-0.3	2%	-10%	-9%	4%	-10	6	0%	-4%
CC(C)C[C@H](NC(=O)NCc1ccc(Cl)cc1)C(=O)O	1.1	.	3%	16%	36%[activator]	-6	6	-1%	0%
O=C(c1cc(COc2ccc(F)cc2Cl)on1)N1CCc2sccc2C1	0.0	12%	4%	12%	12%	-1	6	1%	1%
COc1cccc(NC(=O)Cn2cnc3c(oc4nc5c(cc43)CCCC5)c2=O)c1	0.1	0%	-2%	0%	0%	-2	12	2%	0%
COc1cc(NS(=O)(=O)c2ccc(NC(=S)NC(=O)/C=C/c3ccc(F)cc3)cc2)ncn1	.	2%	-8%	35%	-11%	-13	.	-3%	-19%
O=C(Nc1ccc2nc(SCC(=O)N3CCc4ccccc43)sc2c1)c1ccccc1F	.	4%	3%	-33%	-15%	1	.	9%	1%
CN(CC(=O)Nc1ccc(F)c(F)c1F)C(=O)CCN1C(=O)C2CC=CCC2C1=O (stereo not given)	.	0%	.	.	6%	0	.	-1%	-2%
O=C(N/N=C/c1ccco1)c1ccc(NC(=O)c2ccccc2Cl)cc1	0.0	9%	-22%	21%	8%	-8	25	-4%	-7%
O=C(CNc1cccc([N+](=O)[O-])c1)N/N=C/c1ccc([N+](=O)[O-])o1	0.3	6%	3%	-7%	-3%	-3	7	-3%	-4%
CCCCc1nc2ccccc2n1Cc1nnc2n1-c1ccccc1SC2	0.3	1%	-6%	-18%	i	0	1	-8%	-11%
COc1ccc(C2CC(c3ccccc3)=NN2C(=O)COC(=O)c2ccc(S(C)(=O)=O)cc2)cc1 (stereo not given)	0.3	6%	-4%	-9%	1%	-2	-3	2%	-2%
O=C(Nc1ccccc1)Nc1cccn(Cc2c(F)cccc2Cl)c1=O	0.5	5%	4%	-8%[56.9 µM]	?	4	-6	5%	-12%
Cc1ccc(S(=O)(=O)C2CCCCC2=O)cc1 (stereo not given)	1.3	2%	-1%	12%	-9%	-3	5	1%	0%
CCc1nc(N2CCN(C(=O)c3ccccc3)CC2)c2c3c(sc2n1)CCCC3	-0.9	0%	2%	-2%	5%	-2	3	-5%	-4%
O=C(Nc1cccnc1Cl)c1cccs1	4.9	0%	6%	11%	10%	-5	0	-3%	-7%
OCCNc1nc(Nc2ccccc2Cl)nc(N2CCCC2)n1	.	2%	.	-9%	?	-3	.	-2%	-4%
CCOC(=O)Cn1c(-c2cccnc2Cl)nc2ccccc21	0.1	-2%	-6%	15%	2%	-12	-11	1%	3%
O=C(CCCC(=O)N(CC(=O)NC1CCCC1)C1CCCC1)Nc1ccccn1	0.7	.	-8%	-18%	37%[activator]	-4	-12	-1%	1%
CCOC(=O)NC(=S)c1ccc[nH]1	0.0	?	-11%	13%	-2%	-20	-1	0%	2%
CC(C)c1ccc(CNc2ccc3c(c2)ncn3C)cc1	-0.2	-11%	3%	-13%	0%	9	-6	10%	-7%
CNc1cncc(-c2cccc(C(=O)N(C)C)c2)n1	.	.	.	.	-9%	-8	.	2%	1%
CC(C)NC(=O)CN(C(=O)CCC(=O)Nc1nccs1)c1ccc2c(c1)OCO2	-0.4	6%	0%	9%	2%	9	21	2%	-2%
CCCNc1c(NS(=O)(=O)c2ccc(C3CCCCC3)cc2)c(=O)oc2ccccc12	0.4	-16%	-2%	19%[56.9 µM]	.	-8	-4	-7%	1%
CCc1c(C)c2c(C)nn(-c3ccccc3)c2oc1=O	0.8	-1%	-5%	-37%	?	-1	4	1%	3%
Cc1ccc(S(=O)CCNC(=O)Cc2ccccc2)cc1 (stereo not given)	-0.6	1%	1%	-6%	13%	-3	-11	-3%	0%
CC(=O)c1cccc(NC(=O)c2ccc3nc(Cc4ccccc4)oc3c2)c1	1.4	3%	8%	23%	7%	5	.	-5%	-5%
CCOC(=O)c1[nH]c(COC(=O)c2ccccc2NC(=O)c2ccco2)c(C(=O)OCC)c1C	-0.2	-5%	-2%	-8%	?	-8	-3	-2%	-8%

Entries shown so far with a nitro group on carbon, in the order listed:
SMILES	D2 ag	Vif-A3F inh	ERG Ets-DNA blk	RGS4 inh	ALOX12 inh	LDHA block	D2 antag	GRP78 ERSR act	Vif-APOBEC3G blk
O=[N+]([O-])c1ccc(O)c(-c2nc(-c3ccccc3)c(-c3cccs3)[nH]2)c1	1.3	-5%	-8%	1%	-4%	-7	15	-2%	6%
O=C(O)C1CN(c2ncccc2[N+](=O)[O-])C1	.	-5%	-2%	?	?	-5	.	0%	-2%
O=C(CNc1cccc([N+](=O)[O-])c1)N/N=C/c1ccc([N+](=O)[O-])o1	0.3	6%	3%	-7%	-3%	-3	7	-3%	-4%

Going on with the list.
SMILES	D2 ag	Vif-A3F inh	ERG Ets-DNA blk	RGS4 inh	ALOX12 inh	LDHA block	D2 antag	GRP78 ERSR act	Vif-APOBEC3G blk
COc1ccc(C(=O)NCCN2CCCC2)cc1OC	1.5	6%	-1%	29%	?	-1	-6	-3%	1%
NC(=O)C(NN=C(c1ccccc1)c1ccccc1)c1ccccc1 (stereo not given)	.	7%	.	.	-4%	-3	.	-2%	-6%
COc1ccc(NC(=O)C/C(C)=N/NC(=O)c2ccccn2)c(OC)c1	-1.0	9%	-2%	-8%	-12%	-2	15	-3%	0%
Cc1ccc(NC(=O)C(C)OC(=O)COc2cccc(C(F)(F)F)c2)cc1S(=O)(=O)N1CCOCC1 (stereo not given)	.	-1%	-11%	23%	23%	2	.	-3%	0%
CCOC(=O)c1c(C)oc2c1c(CN1CCN(C(=O)OCC)CC1)c(O)c1ccccc12	0.7	-12%	?	?	?	37	5	4%	-18%
COC(=O)c1ccccc1NC(=S)NC(NC(=O)c1ccco1)C(Cl)(Cl)Cl (stereo not given)	0.3	-1%	-1%	-38%	?	-7	-7	-1%	-7%
O=C(COc1ccc(Cl)cc1)NCc1nnc(SCC(=O)Nc2ccccc2F)o1	0.3	-2%	-5%	-21%	-6%	-4	18	-1%	1%
CCOc1ccc(S(=O)(=O)N2CCN(C(=O)COc3ccc(Br)cc3)CC2)cc1	.	14%	3%	32%	18%	-3	.	-2%	0%
Cc1ccc(S(=O)(=O)/C(C#N)=C/c2c(N3CC(C)OC(C)C3)nc3ccccn3c2=O)cc1 (stereo not given)	0.0	-8%	1%	15%	-4%	-4	-3	-4%	-6%
COc1cc(C2=NOC(C(=O)Nc3ccc(C(C)=O)cc3)C2)cc(OC)c1OC (stereo not given)	3.0	-5%	-3%	38%	2%	-7	-2	5%	-1%
Cc1cccc(OCC(=O)Nc2cccc(C(=O)NCC(C)C)c2)c1	-1.4	0%	-1%	-4%	6%	-4	3	-2%	-1%
C=CCNC(=O)CSc1nc2scc(-c3ccco3)c2c(=O)n1CC=C	-0.3	-1%	2%	-49%	-11%	-4	8	-2%	-3%
NS(=O)(=O)c1ccc(O)c(N2C(=O)c3cccc4c(C(=O)O)ccc(c34)C2=O)c1	0.6	0%	-3%	-9%	1%	15	1	-2%	2%
Cc1cc(S(=O)(=O)Nc2ccc(C(=O)NCC(C)(C)N3CCOCC3)cc2)ccc1F	0.3	2%	-5%	31%	-1%	-2	-2	-2%	3%
COc1ccccc1Nc1nc(C)cc(C)c1C(N)=O	-0.5	1%	0%	-25%[11.4 µM]	25%	5	-2	-3%	2%

Bioassay records (PubChem)

Only part of the results is shown; rates above refer to the full screens.
